PMI act satM6P: increases human PMI activity with near-saturating mannose 6-phosphate; P34949; coupled PMI enzyme assay, resazurin fluorescence, 20 min; hits give high values; 1 = untreated enzyme, 0 = substrate-free blank; activation factor at 20 µM; 190,000 compounds, 0.34% hits; AID 1216;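 active means activation factor of 2 or more at 20 µM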
Target sequence (P34949 whole entry, looked up): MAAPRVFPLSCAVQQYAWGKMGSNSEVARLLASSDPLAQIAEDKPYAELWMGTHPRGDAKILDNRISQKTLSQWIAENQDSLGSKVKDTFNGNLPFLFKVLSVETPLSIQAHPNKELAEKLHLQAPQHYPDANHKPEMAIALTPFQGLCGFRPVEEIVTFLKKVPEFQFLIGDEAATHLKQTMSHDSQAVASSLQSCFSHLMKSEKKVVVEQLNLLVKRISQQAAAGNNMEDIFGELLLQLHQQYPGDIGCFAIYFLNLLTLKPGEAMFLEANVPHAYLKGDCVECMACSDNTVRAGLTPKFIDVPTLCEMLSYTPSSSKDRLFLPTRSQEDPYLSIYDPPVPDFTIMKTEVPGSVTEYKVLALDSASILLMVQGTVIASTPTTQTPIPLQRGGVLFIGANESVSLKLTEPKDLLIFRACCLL
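test system = human PMI in coupled enzyme assay | medium = HEPES-buffered pH 7.4 with magnesium and detergent | also added = 1.0 mM mannose-6-phosphate substrate with 0.22 mM NADP+ | compound = 20 µM single dose | times = 20 min incubation at room temperature | measured by = resorufin fluorescence (Ex 544/Em 590 nm) from resazurin via diaphorase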
Diaph inh CS: counter-screen for diaphorase-based assays: diaphorase inhibitors and chemical oxidizers. diaphorase resazurin-to-resorufin fluorescence, NADH, 16 min; bacterial (C. kluyveri) enzyme, not human. 190,000 compounds, 0.69% hits. inhibition, % at 20 µM. AID 1217;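 active means primary screen inhibition at 20 µM above a set limit, cut at about 50% in these data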;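 further: plate controls were DMSO with full reaction for no effect and wells lacking NADH for full effect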
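Test system: bacterial diaphorase enzyme (C. kluyveri); Quantity: 0.14 U/mL diaphorase, enzyme working solution; Times: reaction incubation of 16 min at room temperature; Measured by: fluorescence of resorufin formed from resazurin, Ex 544/Em 590 nm; Benchmarks: positive control minus NADH, DMSO neutral control.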
bIAP act: increases bovine intestinal alkaline phosphatase activity; purified bovine IAP, CDP-star luminescence, 30 min; hits give high values; fold of DMSO-control signal, blank-subtracted; activation factor at 20 µM; 200,000 compounds, 0.17% hits;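 active means activation factor of 2 or more at 20 µM, a signal rise over negative controls twice the positive control's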
Lmaj promast: reduces viability of Leishmania major promastigotes | inhibition, % at 10 µM | resazurin fluorescence viability | 200,000 compounds, 9% hits; in the data active means inhibition above about 50%;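 further: promastigotes grown with compound for 44 hours at 28 °C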
TNAP inh hiacc: blocks human TNAP under high phosphate acceptor concentration | AID 1135 | purified TNAP, CDP-star luminescence, 1 M DEA | P05186 | inhibition, % at 20 µM | 200,000 compounds, 0.03% hits;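 active means over 50% inhibition of tissue-nonspecific alkaline phosphatase at 20 µM in the single-dose screen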;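 further: plate controls were DMSO wells for no effect and EDTA-quenched wells as full inhibition for full effect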
PMI activator: phosphomannose isomerase (human) activation. P34949. purified human PMI, coupled resazurin fluorescence, 20 min; hits give high values; 1 = vehicle control, 0 substrate-free wells. activation factor at 20 µM. 190,000 compounds, 0.005% hits. AID 1214;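 active means activation factor of 2 or more at 20 µM, relative to plate controls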
bIAP inh: blocks bovine intestinal alkaline phosphatase activity; purified bovine IAP, CDP-star luminescence, 30 min; 190,000 tested, under 10 active; inhibition, % at 20 µM;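 active means over 50% inhibition of intestinal alkaline phosphatase at 20 µM in the single-dose screen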
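System: purified bovine intestinal alkaline phosphatase (IAP) enzyme; Input: IAP diluted 1/65,000,000 in the well; Measured by: CDP-star luminescence signal; Compound dosing: 20 µM single dose; Incubation: 30 min reaction at room temperature.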
Diaphorase act: activates diaphorase or chemically reduces, flagging diaphorase assay artifacts; Diaphorase/resazurin coupled assay, resorufin fluorescence, 16 min; hits give high values; 1 = vehicle wells, 0 = NADH-free wells; activation factor at 20 µM; 190,000 compounds, 0.005% hits;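 active means diaphorase activity raised at least twofold by the compound at 20 µM; inactive means activation factor below 2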
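Material: Purified diaphorase enzyme from Clostridium kluyveri | Buffer or medium: 50 mM HEPES pH 7.4 with 4.542 mM MgCl2, 0.005% Tween 20 | Times: 16 min enzyme reaction, ambient temperature | Signal: Red resorufin fluorescence at 544/590 nm excitation/emission | Measure: Increased resorufin signal from activators or reducing compounds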
TNAP act hiacc: activators of human TNAP at high phosphate acceptor concentration; 200,000 tested, under 10 active; purified TNAP, CDP-star luminescence, 1 M DEA, 30 min; hits give high values; 0 = EDTA background, 1 = DMSO-only activity; P05186; AID 1136; activation factor at 20 µM;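 active means activation factor at least 2 at 20 µM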
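system = human TNAP | amount = enzyme diluted 1/800 final | reagent = 100 µM CDP-star substrate | signal = luminescent substrate turnover signal | dosing = one dose, 20 µM | benchmarks = EDTA negative control, DMSO positive control | measure = activation factor | timing = 30 min reaction, room temperature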
TNAP inh no acc: blocks human TNAP activity with no phosphate acceptor present. inhibition, % at 20 µM. 200,000 compounds, 0.26% hits. P05186. purified TNAP, CDP-star luminescence, 30 min. AID 1012;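 active means tissue-nonspecific alkaline phosphatase inhibition above about 50% at 20 µM in the single-dose screen, limit read from the data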;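 further: 0% = DMSO negative control and 100% = EDTA positive control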
* marks the source's active call; other numbers are inactive results; nt = not tested or not shown.

canonical_smiles | PMI act satM6P | Diaph inh CS | bIAP act | Lmaj promast | TNAP inh hiacc | PMI activator | bIAP inh | Diaphorase act | TNAP act hiacc | TNAP inh no acc
O=C(Nc1ccc(Cl)c(Cl)c1)Nc1ccc(Br)cc1F | 0.9 | 10 | 1.1 | 0 | 4 | 0.9 | -10 | 0.9 | 1 | -8
Cc1ccc(C)c(N2CCN(S(=O)(=O)c3c(C)noc3/C=C/N(C)C)CC2)c1 | 0.8 | 11 | 1 | 38 | -6 | 0.9 | -4 | 0.9 | 1.1 | 6
O=C(COc1ccc2ccccc2c1)Nc1ccc(S(=O)(=O)N2CCCCCC2)cc1 | 1.1 | 7 | 1 | -7 | -4 | 1.1 | 1 | 0.9 | 1 | -10
COc1cc(C2C(Oc3ccccc3C)C(=O)N2Cc2ccc(F)cc2)cc(OC)c1OC (stereo unspecified) | 1.1 | -6 | 1.1 | 99* | -3 | 1 | -8 | 1.1 | 1 | -11
O=C(NCC1CCCO1)c1cc2n(n1)C(C(F)(F)F)CC(c1ccc(Br)cc1)N2 (stereo unspecified) | 0.9 | 23 | 1 | 0 | -9 | 0.9 | 2 | 0.8 | 1.1 | -8
CN1CCN(C(=O)c2cnn(-c3ccccc3)c2NC(=O)c2cccs2)CC1 | 0.8 | 17 | 0.9 | -7 | -4 | 0.9 | 6 | 0.8 | 1 | -9
COc1ccc(C(C)=O)cc1COC(=O)c1cc(C)nc2ccccc12 | 0.9 | 13 | 1 | -3 | -5 | 0.9 | 1 | 0.9 | 1.1 | -2
Cc1nc(C)c(CCNC(=O)c2ccc(C(F)(F)F)cc2)s1 | 0.9 | 12 | 0.7 | -6 | 4 | 0.9 | 27 | 0.9 | 1 | -13
CC1Cc2ccccc2N1CC(=O)NC(=O)NCc1ccco1 (stereo unspecified) | 1.9 | 22 | 0.9 | 97* | 1 | 1.4 | 5 | 0.8 | 1 | -8
Cc1onc(C(=O)NN)c1C(=O)Nc1ncc(C(F)(F)F)cc1Cl | 1 | 3 | 1 | -4 | -3 | 1.1 | 5 | 1 | 1 | -19
Cc1ccc2c(c1)nnn2C1CCN(S(C)(=O)=O)CC1 | 0.9 | 13 | 0.9 | -7 | 1 | 1 | 5 | 0.9 | 1 | -8
CCCn1c(-c2cccc([N+](=O)[O-])c2)nc2c1c(=O)[nH]c(=O)n2Cc1ccccc1 | 0.9 | 23 | 0.8 | 18 | -2 | 0.8 | 24 | 0.8 | 1 | -16
O=C(CN(C(=O)CNC(=O)c1ccco1)c1ccc2c(c1)OCCO2)NC1CCCC1 | nt | nt | 1.2 | -6 | -3 | nt | -16 | nt | 1 | -5
O=C(CNC(=S)N(CCCN1CCOCC1)Cc1cccs1)N1CCOCC1 | 1 | 15 | 0.9 | -5 | 1 | 1 | 8 | 0.9 | 1 | -11
O=C1C2C(C(=O)N1/N=C/c1ccco1)C1C=CC2C12CC2 (stereo unspecified) | 0.9 | 8 | 1 | -5 | 1 | 0.8 | 0 | 0.9 | 1 | -8
CN(C)CCCNCCCNC(=O)c1ccccn1 | 1 | 3 | 1 | -6 | -7 | 1 | 4 | 1 | 1.1 | -14
CCSc1nnc2c(n1)OC=Nc1ccc(Br)cc1-2 | 1.7 | 19 | 0.9 | -9 | -1 | 1.3 | 8 | 0.8 | 1 | -9
Cc1ccc(-c2nc(C3CCN(S(=O)(=O)c4ccc(C(C)(C)C)cc4)CC3)no2)cc1 | 1.1 | -9 | 0.9 | 26 | -8 | 1 | 10 | 1.1 | 1.1 | -5
COc1cccc(-c2cc(C(=O)O)[nH]n2)c1 | 1 | 7 | 0.6 | -6 | 0 | 1 | 43 | 0.9 | 1 | 14
CCCn1c(=O)c(C(=O)NCC2CCCO2)c(O)c2ccccc21 (stereo unspecified) | 1.1 | 15 | 1 | -4 | 0 | 1 | -1 | 0.8 | 1 | 2
CCc1nn(-c2ccccc2)c(=S)c2ccccc12 | 0.9 | 27 | 0.9 | 4 | -4 | 0.8 | 15 | 0.7 | 1 | -5
Cc1cc(C)c(C#N)c(SCC(=O)c2cccs2)n1 | 0.9 | 18 | 0.8 | 39 | -3 | 0.9 | 16 | 0.8 | 1 | -12
COc1ccc(C2=NO[C@@H]3C(=O)N(c4c(C)cccc4C)C(=O)[C@H]23)cc1OC | 0.8 | 23 | 0.9 | 0 | -9 | 0.9 | 13 | 0.8 | 1.1 | -14
COc1ccc(-n2c(N)c(-c3nc4ccccc4n3C)sc2=S)cc1 | 1 | 5 | 1 | -5 | 7 | 1 | 1 | 0.9 | 0.9 | -19
N#CC1=C(N)C(C#N)(C#N)C(c2cccnc2)C2CN(C(=O)OCc3ccccc3)CC=C12 (stereo unspecified) | 1 | 10 | 1 | 11 | -4 | 1.1 | 2 | 0.9 | 1 | -6

Some of these compounds in order of heavy-atom count, ascending:
canonical_smiles | PMI act satM6P | Diaph inh CS | bIAP act | Lmaj promast | TNAP inh hiacc | PMI activator | bIAP inh | Diaphorase act | TNAP act hiacc | TNAP inh no acc
Cc1nc(C)c(CCNC(=O)c2ccc(C(F)(F)F)cc2)s1 | 0.9 | 12 | 0.7 | -6 | 4 | 0.9 | 27 | 0.9 | 1 | -13
COc1ccc(C(C)=O)cc1COC(=O)c1cc(C)nc2ccccc12 | 0.9 | 13 | 1 | -3 | -5 | 0.9 | 1 | 0.9 | 1.1 | -2
COc1ccc(C2=NO[C@@H]3C(=O)N(c4c(C)cccc4C)C(=O)[C@H]23)cc1OC | 0.8 | 23 | 0.9 | 0 | -9 | 0.9 | 13 | 0.8 | 1.1 | -14

Structures above containing sulfur:
canonical_smiles | PMI act satM6P | Diaph inh CS | bIAP act | Lmaj promast | TNAP inh hiacc | PMI activator | bIAP inh | Diaphorase act | TNAP act hiacc | TNAP inh no acc
Cc1ccc(C)c(N2CCN(S(=O)(=O)c3c(C)noc3/C=C/N(C)C)CC2)c1 | 0.8 | 11 | 1 | 38 | -6 | 0.9 | -4 | 0.9 | 1.1 | 6
O=C(COc1ccc2ccccc2c1)Nc1ccc(S(=O)(=O)N2CCCCCC2)cc1 | 1.1 | 7 | 1 | -7 | -4 | 1.1 | 1 | 0.9 | 1 | -10
CN1CCN(C(=O)c2cnn(-c3ccccc3)c2NC(=O)c2cccs2)CC1 | 0.8 | 17 | 0.9 | -7 | -4 | 0.9 | 6 | 0.8 | 1 | -9
Cc1nc(C)c(CCNC(=O)c2ccc(C(F)(F)F)cc2)s1 | 0.9 | 12 | 0.7 | -6 | 4 | 0.9 | 27 | 0.9 | 1 | -13
Cc1ccc2c(c1)nnn2C1CCN(S(C)(=O)=O)CC1 | 0.9 | 13 | 0.9 | -7 | 1 | 1 | 5 | 0.9 | 1 | -8
O=C(CNC(=S)N(CCCN1CCOCC1)Cc1cccs1)N1CCOCC1 | 1 | 15 | 0.9 | -5 | 1 | 1 | 8 | 0.9 | 1 | -11
CCSc1nnc2c(n1)OC=Nc1ccc(Br)cc1-2 | 1.7 | 19 | 0.9 | -9 | -1 | 1.3 | 8 | 0.8 | 1 | -9
Cc1ccc(-c2nc(C3CCN(S(=O)(=O)c4ccc(C(C)(C)C)cc4)CC3)no2)cc1 | 1.1 | -9 | 0.9 | 26 | -8 | 1 | 10 | 1.1 | 1.1 | -5
CCc1nn(-c2ccccc2)c(=S)c2ccccc12 | 0.9 | 27 | 0.9 | 4 | -4 | 0.8 | 15 | 0.7 | 1 | -5
Cc1cc(C)c(C#N)c(SCC(=O)c2cccs2)n1 | 0.9 | 18 | 0.8 | 39 | -3 | 0.9 | 16 | 0.8 | 1 | -12
COc1ccc(-n2c(N)c(-c3nc4ccccc4n3C)sc2=S)cc1 | 1 | 5 | 1 | -5 | 7 | 1 | 1 | 0.9 | 0.9 | -19

Bioassay records deposited in PubChem by several laboratories.

No enrichment for hits. About 10% of those tested had a hit in this group.
